# RAD54 branch: RAD54 (human) branch migration inhibition; Q92698; RAD54 Holliday junction branch migration, FAM/BHQ fluorescence; inhibition, % at 10.4 µM; 0.14% of 360,000 active; AID 602329;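 active = mean normalized replicate activity at least 40 and at least half of replicates scoring 40 or more; inconclusive = only one of the two criteria met; inactive = mean below 40 and under half of replicates reaching 40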;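 note: 0% = median of neutral control wells and 100% = median of positive control wells; inhibitors cause a drop in the FAM fluorescence signal; in these data hits start at about 50%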
# CFTR F508del cor: CFTR F508del correction in bronchial cells. activity (quench increase), % at 7.58 µM. CFBE cells, YFP halide quenching; stimulated with forskolin plus potentiator P3; % fluorescence drop versus neutral controls. 0.36% of 350,000 active. AID 720511;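 active = mean added fluorescence quench of at least 8% versus neutral control, with both replicates also reaching 8%; inconclusive = only one of the mean or replicate conditions met; inactive = mean below 8% and not both replicates reaching 8%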;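 note: cells transiently co-express mutant CFTR-F508del with the halide-sensitive YFP; corrector assay measuring rescue of mutant channel to the surface after 24 h compound exposure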
# CASP6 VEID inh: caspase-6 (human) enzyme inhibition; AID 686996; P55212; purified caspase-6, Z-VEID-R110 cleavage fluorescence; inhibition, % at 12.5 µM; 0.53% of 350,000 active;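 active = mean inhibition across replicates at least about 35%, with every replicate also reaching that limit, limit read from the data; inconclusive = only one of the two criteria met; inactive = neither criterion met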;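 note: 0% = median of neutral control wells and 100% = no fluorescence left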
# RAD52 anneal inh: RAD52 (human) annealing inhibition; P43351; recombinant RAD52 DNA annealing, FRET fluorescence; inhibition, % at 18.7 µM; 0.46% of 360,000 active; AID 651710;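 active = every replicate showing at least 50% inhibition; inconclusive = mean inhibition at least 50% but not in every replicate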
# Target sequence (P43351 whole entry, looked up): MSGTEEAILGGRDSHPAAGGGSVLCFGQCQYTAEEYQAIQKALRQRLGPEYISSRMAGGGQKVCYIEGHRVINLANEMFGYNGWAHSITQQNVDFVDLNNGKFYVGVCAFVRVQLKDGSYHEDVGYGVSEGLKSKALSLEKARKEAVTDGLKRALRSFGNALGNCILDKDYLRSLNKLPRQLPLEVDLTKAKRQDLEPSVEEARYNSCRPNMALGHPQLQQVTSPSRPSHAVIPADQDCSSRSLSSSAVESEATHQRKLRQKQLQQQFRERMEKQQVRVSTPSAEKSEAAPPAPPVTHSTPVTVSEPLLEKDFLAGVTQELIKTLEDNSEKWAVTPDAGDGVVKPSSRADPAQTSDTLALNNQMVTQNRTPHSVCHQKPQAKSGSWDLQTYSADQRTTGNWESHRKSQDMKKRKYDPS
# DENV2 CPE rescue: DENV2-induced cell death inhibition; DENV2-infected cells, cytopathic effect rescue, plate reader; CPE inhibition, % at 9.99 µM; 1.7% of 350,000 active; in the data active = CPE inhibition above about 20%, passing the limit was not always enough; inconclusive = no clear call, values can overlap the other calls; tested in BHK-21 cells;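 note: 0% = median of neutral control wells and 100% = median of positive control wells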
# E-sel inducer: induces E-selectin expression in human endothelial cells. 0.37% of 260,000 active. AID 686992. activation, % at 7.58 µM. HUVEC E-selectin immunofluorescence imaging; normalized: neutral wells 0, TNF-alpha wells 100. P16581;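 active = mean E-selectin-positive cell signal at least 10% of the positive control, reached in at least 60% of replicates, without over 20% cell loss; inconclusive = no rule given, readout overlaps actives, possibly toxicity-flagged; inactive = the rest, including those meeting only one limit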;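 note: in these data hits start at about 27%; measured in HUVEC primary endothelial cells; signal is the percent of cells scored E-selectin positive by PE staining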
# Target sequence (P16581 whole entry, looked up): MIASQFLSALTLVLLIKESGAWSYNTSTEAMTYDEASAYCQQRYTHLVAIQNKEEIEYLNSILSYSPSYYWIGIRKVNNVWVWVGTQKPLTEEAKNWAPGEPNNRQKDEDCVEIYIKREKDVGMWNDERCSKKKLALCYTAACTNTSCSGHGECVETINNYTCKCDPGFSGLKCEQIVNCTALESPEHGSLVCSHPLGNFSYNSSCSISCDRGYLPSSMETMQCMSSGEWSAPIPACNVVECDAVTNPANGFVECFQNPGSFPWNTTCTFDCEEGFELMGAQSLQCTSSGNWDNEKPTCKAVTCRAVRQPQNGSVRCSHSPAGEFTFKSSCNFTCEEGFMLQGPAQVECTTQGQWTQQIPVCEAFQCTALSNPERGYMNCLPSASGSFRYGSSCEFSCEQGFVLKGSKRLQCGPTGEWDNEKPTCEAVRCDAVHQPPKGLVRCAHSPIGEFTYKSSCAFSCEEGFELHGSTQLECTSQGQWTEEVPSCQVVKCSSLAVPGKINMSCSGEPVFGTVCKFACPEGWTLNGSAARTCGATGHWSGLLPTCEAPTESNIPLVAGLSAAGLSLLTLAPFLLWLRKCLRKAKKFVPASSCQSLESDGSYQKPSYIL
#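 Test system: HUVEC | Signal: Immunofluorescence imaging | Read-out: Percent E-selectin-positive cells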
# Xi reactivation: X-chromosome reactivation activator | XiGFP mouse fibroblasts, % GFP-positive cells imaging, 3 d; cells co-treated with 5-aza-dC sensitizer; scaled so ellipticine positive control = 100% | activation, % at 7.58 µM | 0.055% of 360,000 active;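 active = mean normalized replicate activation at least 10% and every replicate at or above 10%; inconclusive = only one of the two criteria met; inactive = mean below 10% and not all replicates reach 10%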;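 note: 0% = median of on-plate neutral control wells and 100% = ellipticine 6 µM median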
#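 material = 68-5-11 XiGFP fibroblast line | medium = DMEM plus 5-aza-dC sensitizer | schedule = 3 days compound exposure | benchmarks = positive control ellipticine, 6 µM final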
# INS-1E GSIS act: GLuc luminescence reporter in INS-1E cells, primary screen for activators of glucose-dependent secretion of insulin; INS-1E GLuc reporter insulin secretion, 2-3 h; activation, % at 16.6 µM; 0.61% of 370,000 active; AID 743287;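 active = lowest replicate activation of at least 40%, so every replicate reaches that level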;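 note: 0% = median of neutral control wells and 100% = median of IBMX positive control wells; some compounds called inactive have numbers as strong as hits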
# The depositor's hits bear a star; ? = inconclusive; / = no result given; & = joins results of further samples.
SMILES,RAD54 branch,CFTR F508del cor,CASP6 VEID inh,RAD52 anneal inh,DENV2 CPE rescue,E-sel inducer,Xi reactivation,INS-1E GSIS act
O=C(OCC(=O)N1CCCC1)c1cc2c(cc1[N+](=O)[O-])OCCO2,-7,-2.5,-1,-12,/,1.0,-0.1,6
N#C[C@H]1[C@H](c2ccc(-c3ccccc3F)cc2)[C@@H](CO)N1C(=O)c1ccccn1,6,7.1,0,-59,-14,-0.5,0.0,-3
COCC(=O)Nc1ccc2c(c1)OC[C@H](C)N(C(=O)c1cccnc1)C[C@H](C)[C@@H](OC)CN(C)C2=O,-5,1.2,-3,-14,-1,-0.3,0.0,11
COc1ccc(N(C)S(=O)(=O)c2cccc(C(=O)OCC(=O)c3c(N)n(C)c(=O)n(C)c3=O)c2)cc1,-5,2.5,15,-10,?,0.1,0.1,/
O=C(c1ccc(Cl)cc1)N1CCN(S(=O)(=O)/C=C/c2ccccc2)CC1,-2,-3.7,0,-12,5,-0.9,0.0,-20
COc1ccc(CCNC(=O)COC(=O)c2ccccn2)cc1,-19,1.5,0,-3,-2,-0.6,0.0,/
NC(=O)Cc1ccc2c(c1)[nH]c1ccccc12,7,0.2,-1,-31,3,/,0.0,1
COc1ccccc1C(=O)N/N=C(\C)c1cccnc1,/,-2.2,-2,-12,8,/,0.0,5
COc1ccc(N2CCN(CCNC(=O)Nc3ccc(C)cc3Cl)CC2)cc1,-4,0.0,-8,-3,-2,0.0,0.0,-8
COC(=O)c1ccc(S(=O)(=O)N2CCc3ccccc3C2)cc1,-3,2.3,1,-4,-2,/,0.0,/
CC1(NC(=O)CC(c2ccccc2)(c2ccccc2)c2ccccc2)CCN(Cc2ccc(-c3ccccc3)cc2)C1=O (stereo not given),7,0.8,0,-34,-1,0.1,0.1,1
C/C=C/c1ccc([C@@H]2[C@H](CO)N(C(=O)C3CCC3)C23CN(S(=O)(=O)CC)C3)cc1,/,0.4,-1,-45,2,-0.2,0.1,-10
CCc1noc(C)c1C(=O)Nc1ccc(S(=O)(=O)N2CCC(C)CC2)cc1,-12,-1.6,1,-17,-1,-2.1,0.1,4
CCOC(=O)N1CCN(C(=O)C2CC(c3ccc(F)cc3)=NO2)CC1 (stereo not given),-3,5.6,-1,-8,-6,/,0.3,-2
CNC[C@@H]1OCCCC[C@@H](C)Oc2ccc(NC(=O)c3ccccc3)cc2C(=O)N([C@H](C)CO)C[C@H]1C,-1,3.5,2,-159,-3,0.0,-0.3,2
CCC(=O)N(C)C[C@H]1Oc2cc(C#CCOC)ccc2S(=O)(=O)N([C@H](C)CO)C[C@@H]1C,-2,0.8,0,-14,13,0.1,-0.9,23
CCCNC(=O)[C@@H]1[C@@H](CO)[C@@H]2Cn3c(ccc(C4=CCCCC4)c3=O)[C@H]1N2CC,-2,0.4,6,-5,4,1.2,0.2,-3
COCC#Cc1cnc2c(c1)C(=O)N([C@@H](C)CO)C[C@H](C)[C@H](CN(C)C(=O)Nc1cccc(F)c1)O2,-15,1.0,1,-4,-9,-0.1,-1.3,9
COc1ccc(CC(=O)Nc2cccc(-c3ccc4nnc(C)n4n3)c2)cc1,/,-1.6,6,-12,-4,-0.4,-0.1,12
COc1ccc(CN(C(=O)c2snc(C(N)=O)c2N)C(C(=O)NC2CCCC2)c2ccc(OC)c(OC)c2)cc1 (stereo not given),-5,2.2,/,-12,1,-0.1,0.1,-2
Cc1ccc(Nc2nnc(SCC(=O)c3ccc(Br)s3)s2)c(C)c1,3,/,2,-14,3,-2.0,0.0,/
Cc1ccc(S(=O)(=O)N(C)C)cc1NC(=O)c1n[nH]c(=O)c2ccccc12,/,-4.5,2,-26,4,-0.5,0.1,16
Cc1nc2c(-c3ccc(Cl)cc3)cnn2c2c1CCC2,/,-4.9,-3,-9,2,?,0.1,-4
C[C@H]1CCCCO[C@H](CN(C)S(=O)(=O)c2ccc(Cl)cc2)[C@@H](C)CN([C@@H](C)CO)C(=O)c2cc(NC(=O)Nc3ccc(C(F)(F)F)cc3)ccc2O1,4,3.2,/,/,11,1.2,0.1,2
N#Cc1cccc(S(=O)(=O)NCC(=O)OCC(=O)NCc2ccccc2)c1,4,0.0,0,-23,-6,/,0.2,16

# (further entries)
SMILES,RAD54 branch,CFTR F508del cor,CASP6 VEID inh,RAD52 anneal inh,DENV2 CPE rescue,E-sel inducer,Xi reactivation,INS-1E GSIS act
COc1ccc(S(=O)(=O)NCCN2CCNC2=O)cc1OC,-3,-0.3,1,2,-2,/,6.3,/
C[C@@H]1CN([C@@H](C)CO)S(=O)(=O)c2ccc(-c3cccc(C(=O)N(C)C)c3)cc2O[C@H]1CN(C)Cc1ccc2c(c1)OCO2,-9,-1.3,4,15,4,/,-0.1,-26
OC(c1ccccc1)(c1ccccc1)C1CCN(CCCOc2ccccn2)CC1,/,-0.5,4,-2,?,0.0,0.0,1
C=CCN1[C@@H](C)[C@H](c2ccccc2)Oc2cccc(NCC(C)C)c2S1(=O)=O,/,-0.1,-3,-6,-11,0.3,0.1,-17
C[C@@H]1CCCCO[C@H](CN(C)C(=O)c2ccccc2)[C@H](C)CN([C@@H](C)CO)C(=O)c2cc(NS(C)(=O)=O)ccc2O1,-1,1.9,1,-6,1,-0.1,-0.1,12
Cc1noc(C)c1NC(=O)Nc1ccc2c(c1)C(=O)N([C@H](C)CO)C[C@@H](C)[C@H](CN(C)C(=O)Nc1ccc(C(F)(F)F)cc1)OCCCC[C@@H](C)O2,-3,2.5,1,-32,-4,1.1,0.2,-17
CC(=O)Nc1ccc(S(=O)(=O)NN=c2sc3ccccc3n2C)cc1N,-11,2.2,4,-10,3,0.4,0.2,19
CNC[C@H]1Oc2ncc(C#CCC3CCCC3)cc2C(=O)N([C@H](C)CO)C[C@H]1C,0,0.7,-2,17,15,/,-0.1,-12
COc1ccc2c(c1)N(C)/C(=C/c1cccc[n+]1C)S2,51*,2.2,-6,24,1,0.0,0.3,-28
COc1cc(/C=N/NC(=O)c2ccoc2C)ccc1OCCN1CCCCC1,-2,-3.3,-81,27,?,/,0.1,7
CC(C)Oc1ccc(C(=O)NC(=S)Nc2ccc(Cl)c(C(=O)O)c2)cc1,/,-2.8,10,-13,1,-0.6,0.0,-12
CCC(=O)N1C[C@@H]2[C@H](c3ccccc31)[C@H](CO)N2Cc1ccc(F)cc1,1,1.5,2,-7,1,0.0,0.0,1
CCN1CCN(CCCNC(=O)CCc2nc(-c3ccc(OC)cc3)no2)CC1,0,-0.9,-5,-6,?,-0.2,0.1,-8
NC(=S)C1COc2ccccc2O1 (stereo not given),0,2.7,0,7,-1,-0.1,0.1,-6
C[C@@H]1CCCCO[C@H](CN(C)C(=O)Nc2cccc3ccccc23)[C@@H](C)CN([C@@H](C)CO)C(=O)c2cc(NC(=O)c3ccncc3)ccc2O1,-39,0.9,0,-13,-9,-0.1,-0.1,-8
CC(=O)Nc1cccc(C(=O)OCC(=O)c2ccc3c(c2)OCO3)c1,1,0.2,-4,-7,-5,/,0.0,7
CS(=O)(=O)Nc1ccc(C(=O)Nc2ccccc2Cl)cc1,/,1.7,0,-4,-4,/,0.0,15
Cc1c(NC(=O)c2cc(-c3ccc(Br)cc3)on2)c(=O)n(-c2ccccc2)n1C,3,-2.0,3,-45,-2,0.2,0.1,-11
CCC(=O)Nc1ccc2c(c1)C(=O)N(C)C[C@H](OC)[C@@H](C)CN(CCc1ccccc1)[C@H](C)CO2,1,-0.7,1,6,6,0.1,0.0,-21
CN(Cc1ccccc1)S(=O)(=O)c1ccc(NC(=S)NC(=O)C2CCCCC2)cc1,-1,3.0,-1,-5,/,/,0.0,2
CCCNC(=O)Nc1ccc2c(c1)OC[C@H](C)N(C)C[C@@H](C)[C@H](OC)CN(C)C2=O,3,/,1,-13,1,0.1,0.0,-5
COc1ccc(N2CC(NS(=O)(=O)c3ccc4ccccc4c3)CC2=O)cc1OC (stereo not given),/,-0.8,3,-11,8,-0.5,0.3,9
C/C(=N/NC(=O)Nc1ccccc1)c1ccc(C)cc1,-3,/,0,10,0,/,-0.4,5
O=C(O)C1=C[C@H](c2ccc3c(c2)OCO3)C[C@H](OCc2ccc(CO)cc2)O1,0&3&-2,-0.3&-0.4&4.7,-2&4,-6&-5,?,0.2,1.3,-13
CC(=O)c1c(C)[nH]c(C2=NNC(=NCc3ccccc3)SC2)c1C,/,1.2,8,-15,5,/,0.0,3

# More results.
SMILES,RAD54 branch,CFTR F508del cor,CASP6 VEID inh,RAD52 anneal inh,DENV2 CPE rescue,E-sel inducer,Xi reactivation,INS-1E GSIS act
O=C(CCC(=O)N1CCOc2ccc(Cl)cc21)NCc1ccccc1,7,-2.1,0,-11,2,0.1,0.0,-17
CCN(CC(=O)Nc1ccc(NC(C)=O)cc1)C(=O)c1n[nH]c(=O)c2ccccc12,/,-2.3,5,-14,-2,/,0.0,8
CC(=O)Nc1ccc(NC(=O)C(C)N2CCN(S(=O)(=O)c3ccc(C)cc3)CC2)cc1 (stereo not given),-4,2.0,3,10,-1,0.7,0.0,4
CC(=O)N1CCc2c(sc3c2c(=O)n(-c2ccccc2)c(=O)n3Cc2ccccc2Cl)C1,/,/,0,-11,-6,-0.2,0.3,/
Cc1ccc(S(=O)(=O)N[C@H]2CC[C@@H](CCn3cc(C4CCCC4)nn3)O[C@H]2CO)cc1,/,3.6,3,0,7,0.1,0.1,-6
CC(=O)Nc1ccccc1OCC(=O)NC1CCCCC1C (stereo not given),-8,2.2,2,5,-1,0.8,0.5,-8
O=C(NCCc1ccncc1)[C@@H]1[C@@H](CO)[C@@H]2Cn3c(ccc(-c4ccc(F)cc4)c3=O)[C@H]1N2,3,/,-5,1,-2,0.0,0.6,8
S=c1[nH]nc(Nc2ccccc2Cl)s1,/,3.0,-6,-4,/,/,-0.1,12
CCOc1ncccc1C(=O)Nc1cc2c(cc1Br)OCCO2,-1,6.4,0,-23,-2,1.5,0.1,/
N#C/C(=C\c1ccc(O)c([N+](=O)[O-])c1)C(=O)NCc1ccccc1,-1,0.4,2,-15,-5,/,-0.5,-48
CSc1ccc(CSCC(=O)N2CCN(S(=O)(=O)c3ccc(C)cc3C)CC2)cc1,11,0.9,1,-6,1,1.5,0.1,/
CC(=O)NC12CC3CC(C1)CC(C(=O)N(C)Cc1cccc(Cl)c1Cl)(C3)C2,8,1.2,-1,2,6,/,-0.1,-18
CN1C(=O)c2cc(NC(=O)Cc3cccs3)ccc2OC[C@H]2O[C@H](CC(=O)NCCCN3CCOCC3)CC[C@@H]21,-2,-1.0,-14,7,3,-0.1,0.1,0
O=C(c1cccc([N+](=O)[O-])c1)N1CCN(c2ccc(N3CCOCC3)nn2)CC1,3,2.4,-4,3,-1,/,0.0,18
Cc1cc(C(=O)Nc2sccc2C#N)c2ccccc2n1,1,2.4,1,-85,0,/,0.0,-9
N#Cc1ccccc1S(=O)(=O)N1CCN(C(=O)CN2C(=O)NC3(CCCC3)C2=O)CC1,-3,0.9,12,-6,-2,-0.2,0.0,32
CN(CC(=O)Nc1ccc(Cl)c(C(F)(F)F)c1)C(=O)c1ccccc1SCC(=O)N1CCCC1,-6,0.4,-129,-6,2,-0.3,0.6,-45

# Single values from the entries so far:
# For RAD52 anneal inh, CC(=O)N1CCc2c(sc3c2c(=O)n(-c2ccccc2)c(=O)n3Cc2ccccc2Cl)C1 reads -11
# For DENV2 CPE rescue, N#C/C(=C\c1ccc(O)c([N+](=O)[O-])c1)C(=O)NCc1ccccc1 reads -5
